# Source: PubChem BioAssay (The Scripps Research Institute Molecular Screening Center)
# M1 ag: human M1 muscarinic receptor agonism | P11229 | CHO-K1 hM1, Fluo-8 calcium fluorescence, agonist mode; 0% DMSO, 100% acetylcholine EC100 | activation, % at 3 µM | hit rate 0.33% among 360,000 | AID 588814;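 active means activation above the run's mean compound activation plus 3 SD, cut at about 16% in these data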;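 further: peak over basal fluorescence ratio within a 140 s kinetic read after compound addition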
# TAAR1 antag: human TAAR1 antagonism | hit rate 1.5% among 360,000 | Q96RJ0 | CHO RD-HGA16 TAAR1, Fluo-8 calcium fluorescence, antagonist | inhibition, % at 3 µM;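 active means inhibition above a per-plate cutoff, the mean inhibition of test compounds on that plate plus 3 SD, cut at about 49% in these data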;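 further: 0% = DMSO plus EC80 beta-PEA response and 100% = DMSO alone without agonist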
# Target sequence (Q96RJ0 whole entry, looked up): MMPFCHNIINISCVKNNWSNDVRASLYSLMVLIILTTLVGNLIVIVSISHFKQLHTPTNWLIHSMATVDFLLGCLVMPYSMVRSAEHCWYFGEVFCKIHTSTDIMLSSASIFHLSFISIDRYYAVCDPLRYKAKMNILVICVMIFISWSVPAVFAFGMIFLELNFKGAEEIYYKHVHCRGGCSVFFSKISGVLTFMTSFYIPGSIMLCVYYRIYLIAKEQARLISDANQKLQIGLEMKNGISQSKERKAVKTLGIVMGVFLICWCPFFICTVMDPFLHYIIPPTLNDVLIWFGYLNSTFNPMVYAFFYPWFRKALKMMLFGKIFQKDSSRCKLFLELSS
#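 Test system: hTAAR1-expressing CHO RD-HGA16 cells, Gα16-coupled; Probe or stimulus: EC80 β-phenethylamine stimulus; Compound dosing: single nominal final test compound concentration of 3 µM; Timing: 140 s kinetic read after compound, 140 s after agonist; Signal: Fluo-8 calcium-sensitive fluorescence; Measure: % inhibition of agonist calcium response; Controls: DMSO and EC80 PEA controls.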
# CHO parental Ca: counter-screen for OX1R antagonists: effect in parental CHO cells; inhibition, % at 5.6 µM; parental CHO-K1, ATP-induced calcium, Fluo-8 fluorescence; hit rate 0.63% among 330,000;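 active means inhibition above that plate's mean sample inhibition plus 3 SD, cut at about 26% in these data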;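 further: 0% = ATP-challenged DMSO wells and 100% = DMSO wells without ATP; some compounds past the cut are filed as inactive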
#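 Assay system – parental CHO cells · Reagent – ATP stimulus · Detection – intracellular calcium via Fluo-8 no-wash fluorescent dye · Evaluation – percent inhibition of ATP-evoked calcium rise, normalized to controls · Controls – ATP wells versus no-ATP DMSO wells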
# TAAR1 ag: agonists of human TAAR1. Q96RJ0. CHO RD-HGA16 TAAR1, Fluo-8 calcium fluorescence; vehicle wells 0%, saturating PEA agonist 100%. activation, % at 3 µM. hit rate 0.99% among 360,000. AID 624467;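 active means activation above the mean activation of all test compounds in the run plus 3 SD, cut at about 38% in these data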
#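 Test system: RD-HGA16 (CHO) cells co-expressing Gα16 and hTAAR1 / Benchmarks: DMSO vehicle as 0%, PEA at EC100 as 100% / Repeats: no replicates (n 1) / Measure: % activation from peak over basal fluorescence ratio, DMSO-to-PEA scaled / Timing: 17-24 h plating, Fluo-8 75 min 37 °C, 30 min RT / Technique: kinetic Fluo-8 calcium fluorescence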
# CHRM1 PAM: positive allosteric modulators of human M1 muscarinic receptor; activation, % at 3 µM; CHO-K1 hM1, Fluo-8 calcium fluorescence, ACh EC20; 0% = ACh EC20, 100% = maximal ACh; P11229; AID 588819; hit rate 0.088% among 360,000; in the data active means activation above about 19%, passing the limit was not always enough
# V1aR counter: counter-screen for oxytocin receptor agonists: human V1a receptor agonists | hit rate 0.25% among 320,000 | CHO-V1R cells, Fluo-8 calcium fluorescence, agonist mode; 0% DMSO, 100% 3 nM vasopressin | P37288 | activation, % at 3 µM | AID 2797;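 active means activation above the mean activation of all tested compounds plus 3 SD, per screening run, cut at about 20% in these data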;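 further: signal is peak over basal fluorescence ratio across a 100 second FLIPR read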
# Target sequence (P37288 whole entry, looked up): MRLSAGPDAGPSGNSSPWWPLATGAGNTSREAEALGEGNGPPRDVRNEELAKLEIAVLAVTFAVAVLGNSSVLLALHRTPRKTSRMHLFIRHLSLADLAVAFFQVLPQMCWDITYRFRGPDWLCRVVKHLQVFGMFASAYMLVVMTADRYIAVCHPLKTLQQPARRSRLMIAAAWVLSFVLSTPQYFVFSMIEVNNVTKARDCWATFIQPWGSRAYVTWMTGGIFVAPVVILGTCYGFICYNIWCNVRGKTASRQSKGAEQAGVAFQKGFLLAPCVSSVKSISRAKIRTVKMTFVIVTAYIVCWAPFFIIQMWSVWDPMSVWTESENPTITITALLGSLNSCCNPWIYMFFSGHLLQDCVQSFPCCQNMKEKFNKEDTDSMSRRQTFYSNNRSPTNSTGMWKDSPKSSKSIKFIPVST
# OXTR ag: activates the human oxytocin receptor; hit rate 0.32% among 320,000; AID 2435; P30559; activation, % at 3 µM; CHO-OTR cells, Fluo-8 calcium fluorescence; normalized: DMSO 0%, oxytocin 100%;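 active means activation above the mean of all tested compounds plus 3 SD, cutoff set per screening run, cut at about 20% in these data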;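 further: peak over basal fluorescence ratio from a 100 s FLIPR kinetic read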
# OXTR potentiator: human OXTR potentiation; hit rate 0.061% among 320,000; P30559; activation, % at 3 µM; CHO-OTR cells, Fluo-8 calcium fluorescence, potentiator mode; 0% = oxytocin EC15, 100% = EC100;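 active means activation above that plate's cutoff, the mean activation of tested compounds plus 3 SD, cut at about 6.6% in these data, passing the limit was not always enough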;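 further: 100% uses oxytocin at 75 nM as the full agonist control; some results filed as inactive read as strong as hits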
#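 Dosing: Single dose, 3.0 µM nominal final compound concentration | Material: Human OTR in CHO cells | Technique: Kinetic Fluo-8 calcium fluorescence | Benchmarks: EC15 oxytocin alone as 0%, 75 nM oxytocin as 100% | Probe or stimulus: Oxytocin at about EC15, sub-maximal agonist stimulus | Incubation: Compound 6 min at room temperature before oxytocin, 100 s read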
# M1 antag: antagonists of human M1 muscarinic receptor; inhibition, % at 3 µM; AID 588852; hit rate 1.3% among 360,000; CHO-K1 hM1, Fluo-8 calcium fluorescence, ACh EC80 antagonist;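 active means percent inhibition above its own plate's cutoff, namely the mean of that plate's compound wells plus 3 SD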;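 further: peak over basal fluorescence ratio during 140 s after agonist addition; 0% = ACh EC80 plus DMSO and 100% = DMSO alone without agonist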
# The depositor's hits bear a star; x = not tested or not shown. Not all compounds are listed, so the mix of outcomes need not match the whole.
SMILES	M1 antag	TAAR1 antag	OXTR potentiator	OXTR ag	V1aR counter	M1 ag	CHRM1 PAM	TAAR1 ag	CHO parental Ca
Cc1cc(=O)oc2c(C)c(OCC(=O)N3CCC(C(=O)O)(c4ccccc4)CC3)ccc12	-13.5	-21.8	0.0	-1.0	0.2	-0.5	5.2	5.1	-3.5
N#CC(C#N)=Cc1ccc(-c2ccccc2)o1	x	x	-0.4	-2.2	-0.8	x	x	x	-7.5
Cc1ccsc1C(=O)C1CCCN(Cc2cn(C)nc2C)C1 (stereo not given)	25.4	-11.8	-2.4	0.3	0.3	-11.4	-26.8	3.1	-16.1
CN(C)C(=O)Oc1ccc2ccccc2c1Cl	-0.3	-2.9	3.6	-2.0	-0.6	-6.9	-3.3	0.6	-3.7
O=C(COc1ccccc1)NCCc1cnc[nH]1	2.1	-14.7	x	x	x	-2.9	1.6	1.9	x
CC(C)(C)n1nnnc1C(c1ccccc1)N1CCC2(CC1)C(=O)NCN2c1ccccc1 (stereo not given)	-29.6	3.2	x	x	x	-0.8	2.1	0.2	x
COc1cccc(CN2CCN(C(=O)Cc3ccccc3OC)CC2)c1	-11.2	-3.9	-3.0	0.1	0.3	-3.4	14.8	-0.3	-9.7
COC(=O)C1=C(c2ccc(-c3ccccc3)c(F)c2)C[C@@H]2CC[C@H]1N2C(=O)NCc1cc(C)oc1C(F)(F)F	-7.5	-14.9	-8.2	0.3	1.9	-4.5	9.9	1.5	-5.6
N[C@H](CO)Cc1ccccc1	-10.7	13.9	x	x	x	-2.4	-1.6	52.5*	x
O=C(CCc1nnc2ccc(NCc3ccc(F)cc3)nn12)N1CCC2(CC1)OCCO2	-22.7	-18.6	-7.8	0.3	0.4	-1.6	8.6	3.0	-9.5
O=c1c2cc(Cl)cc(Cl)c2nc(CN2CCOCC2)n1-c1ccccc1F	-8.7	-19.4	-0.3	-1.5	0.2	-4.0	9.4	1.1	-6.7
CC1=Nc2ccccc2/C1=C/c1c(O)[nH]c(=O)[nH]c1=O	-10.0	5.4	-10.3	0.1	0.3	-2.8	5.8	0.5	0.4
CCCCNC(=O)c1c(N)n(CCCOC)c2nc3ccccc3nc12	6.1	6.8	-2.7	4.8	2.9	-5.7	1.0	3.5	-13.7
O=C(NC1CCCCC1)N1Cc2cc(-c3ccccc3)ccc2-n2nncc2C1	5.4	29.2	x	x	x	-10.0	-2.3	-1.0	x
Cc1ccc(C)c(OCc2cc(C(=O)N3C[C@H]4C[C@@H](C3)c3cccc(=O)n3C4)no2)c1	-0.1	-16.3	-5.5	-1.0	0.7	-1.5	2.7	0.4	-17.3
CC12CC(O)C3C(CCC4=CC(=O)CCC43C)C1CCC2=O (stereo not given)	-14.9	-34.9	x	x	x	-0.4	5.6	8.0	x
O=c1[nH]c(=O)n(C2CCCCCC2)c(O)c1C=NC1CCN(Cc2ccccc2)CC1	14.0	6.8	-2.3	1.0	-0.6	-6.8	-11.3	5.8	-12.0
C=CCN(c1ccc(C(=O)N(CC)CC)cc1)S(C)(=O)=O	-24.5	-2.6	2.4	1.5	0.1	-1.3	4.8	-0.9	-8.0
N#CCCn1cc(C(=O)Nc2ccccc2Cl)c(-c2ccc(F)cc2)n1	-13.7	-27.6	-1.6	-0.9	0.6	-2.0	9.6	4.6	-9.0
CC(C)Cc1[nH]c(=O)c(C#N)c2c1CCC2	-1.1	10.9	1.7	-0.1	0.2	-2.5	0.1	0.2	-10.1
Cc1cc(=O)oc2c(C)c(OCC(=O)N3CCN(Cc4ccccc4)CC3)ccc12	-9.3	-18.3	-0.1	-0.1	0.1	-4.7	7.2	-2.1	-26.9
COc1ccc2c(C)c(CC(=O)N3C[C@H]4C[C@@H](C3)c3cccc(=O)n3C4)c(=O)oc2c1C	-9.5	-6.5	-3.9	0.7	-0.2	-7.8	2.4	1.0	-3.5
Fc1cccc(CN2CCN(c3ccc(Cl)cc3)CC2)c1	-7.0	-7.9	3.8	0.8	-1.8	-2.8	7.6	0.8	-16.9
COC(=O)C1=C(c2ccc(OCc3ccccc3)cc2)C[C@@H]2CC[C@H]1N2C(=O)NCc1ccccc1	-0.4	20.5	-2.5	1.4	2.7	-3.0	-6.8	7.2	-20.3
C[C@H]1C/C=C/[C@H]2[C@H](O)[C@H](C)[C@@](C)(O)[C@H]3[C@H](Cc4ccccc4)NC(=O)[C@]32[C@H](O)/C=C/[C@](C)(O)C1	-5.8	x	-1.5	0.4	1.1	2.8	13.7	x	1.8
O=C1NC(=S)NC(=O)C12C(c1ccccc1)NC(=S)NC2c1ccccc1 (stereo not given)	-3.3	10.3	-5.3	-0.1	0.2	-5.5	10.2	1.6	-0.4
Cc1c(C)c2ccc(OCC(=O)N3C[C@H]4C[C@@H](C3)c3cccc(=O)n3C4)c(C)c2oc1=O	-4.5	-3.8	-3.1	0.4	0.2	-11.6	3.2	0.8	-12.2
Nc1ccccc1C(=O)OCc1ccc([N+](=O)[O-])cc1	25.5	-3.0	-1.7	-2.7	0.9	-8.4	-13.1	11.1	0.4
O=C(c1ccc(CNS(=O)(=O)c2ccccc2)cc1)N1CCC2(CC1)OCCO2	-4.6	15.2	-2.0	0.0	1.4	-2.8	-0.1	1.2	-3.0
CCN(CC)CCNCc1nc2ccccc2c(=O)n1-c1ccc(F)cc1	-8.1	3.0	-7.4	-0.7	-0.1	-9.4	6.1	-0.3	6.2
CCC(C(=O)Nc1ccc(Cl)cc1)N1CCCC1=O (stereo not given)	-12.8	-26.0	-6.7	-0.7	-0.3	-1.9	13.1	1.3	-11.4
O=C(C1CCN(S(=O)(=O)c2ccccc2)CC1)N1CCC2(CC1)OCCO2	-6.1	6.2	-5.9	1.0	1.4	-4.3	6.2	8.7	1.1
CS(=O)(=O)c1ccc(C2=C(CNC(=O)c3nccs3)[C@H]3CC[C@@H](C2)N3Cc2ccccc2)cc1	-1.0	-20.2	x	x	x	-9.8	-2.4	1.6	x
COc1cc(Br)c(CNCCc2ccc3c(c2)OCO3)cc1OC	27.1	-15.3	-1.4	0.7	-0.7	-9.1	-21.4	8.5	-24.2
N#CC(C#N)=Cc1ccc(C=C(C#N)C#N)cc1	-0.5	1.0	x	x	x	-0.1	3.6	3.2	x
O[C@H]1[C@H](O)[C@@H](O)CN2CC[C@H](O)[C@H]12	-29.9	2.3	-12.0	-0.2	0.2	-0.7	11.1	2.2	-2.6
CCOc1ccc(N2C(=O)NC(=O)/C(=C\c3ccc(N4CCCCC4)o3)C2=O)cc1	1.8	-2.9	-1.7	6.0	7.0	-3.0	6.2	12.1	3.6
COC(=O)C1=C(c2ccc(F)cc2F)C[C@@H]2CC[C@H]1N2C(=O)NCC1CC1	-4.7	x	1.8	-0.6	-0.5	-6.0	5.7	x	-16.6
O=C(N/N=C/C1C(=O)NC(=S)N(c2ccccc2)C1=O)c1cc(Br)c(O)c(Br)c1 (stereo not given)	0.6	-0.4	-5.4	-0.1	0.5	-0.5	0.1	-0.1	-11.8
O=C(Nc1cccc2ccccc12)N1CCC2(CC1)OCCO2	5.2	12.2	-2.7	0.6	0.8	-4.7	3.7	-1.1	7.8
CCOC(=O)c1c(-n2c(C)cc(/C=C3/C(=O)NC(=O)N(CC)C3=O)c2C)sc2c1CCCC2	-23.7	6.2	-4.5	-1.2	0.7	-3.3	-3.2	1.7	-16.9
O=c1c2ccccc2[se]n1-c1ccccc1	-23.5	32.4	-8.3	7.7	6.5	0.5	-1.3	41.3*	47.2*
CN1C[C@H](CO)C[C@@H]2c3cccc4[nH]cc(c34)C[C@H]21	-5.2	1.0	4.0	1.6	0.4	-9.8	1.1	41.5*	-6.1
CN(C)P(=S)(Nc1ccccc1)C(Cl)(Cl)Cl (stereo not given)	4.4	-4.4	-3.5	-2.3	-1.0	-8.8	-14.4	2.0	-7.1
Cc1cccc(CCNCc2cc3cc(C)cc(C)c3[nH]c2=O)c1	-8.5	77.9*	-13.8	-1.2	0.5	-2.2	3.5	107.6*	-8.5
CC(C(=O)c1ccccc1)N1C(=O)c2ccccc2C1=O (stereo not given)	-8.6	-3.4	-1.7	-1.3	0.5	-5.3	6.5	7.3	-3.5
Cc1cc(C)c2c(c1)-c1cc(C)nn1C(c1cccnc1)N2 (stereo not given)	-4.5	-11.5	-0.5	-1.1	0.1	-5.3	3.0	-1.0	-13.3
CCN(CC)CCN1Cc2ccccc2C1=N	11.2	-7.8	-0.2	1.3	1.7	-9.0	-11.9	3.7	2.7
CCOP(=S)(OCC)C(O)CCCCCn1c(=O)c(F)cn(C2CCCO2)c1=O (stereo not given)	-9.0	-4.3	-1.9	1.9	0.7	-1.4	5.3	2.1	-17.1
COC(=O)C1=C(c2ccc(F)cc2OCc2ccccc2)C[C@@H]2CC[C@H]1N2C(=O)NCc1cccc(C(F)(F)F)c1	0.6	38.9	-5.3	2.7	2.7	-2.4	2.8	8.7	-16.9
O=[N+]([O-])c1ccc(N2CCCC2)c(F)c1Br	16.9	21.3	-6.6	3.0	4.5	-8.2	-15.5	1.8	5.3
Cc1cc(Cl)ccc1C(=O)C1CCCN(C2CCSCC2)C1 (stereo not given)	83.8*	-0.3	-3.0	-0.4	-0.3	-13.4	-33.0	2.6	-25.8
CC12CNCC(C)(CNC1)C2O (stereo not given)	-32.5	-5.3	-1.3	0.0	-0.2	-1.8	2.9	10.9	6.4
CC1=C[C@@H]2c3cccc4[nH]cc(c34)C[C@H]2N(C)C1	-0.2	-6.0	-9.2	1.7	1.1	-3.6	-4.3	17.8	-4.8
O=C(c1ccccc1)c1cn(CC(=O)N2CCCC2)c2ccccc12	11.3	-6.4	-4.4	-1.3	0.3	-1.9	-8.0	0.0	-12.0

# A different layout for some results above:
CCOP(=S)(OCC)C(O)CCCCCn1c(=O)c(F)cn(C2CCCO2)c1=O (stereo not given)
  M1 antag: -9.0
  TAAR1 antag: -4.3
  OXTR potentiator: -1.9
  OXTR ag: 1.9
  V1aR counter: 0.7
  M1 ag: -1.4
  CHRM1 PAM: 5.3
  TAAR1 ag: 2.1
  CHO parental Ca: -17.1

CN1C[C@H](CO)C[C@@H]2c3cccc4[nH]cc(c34)C[C@H]21
  M1 antag: -5.2
  TAAR1 antag: 1.0
  OXTR potentiator: 4.0
  OXTR ag: 1.6
  V1aR counter: 0.4
  M1 ag: -9.8
  CHRM1 PAM: 1.1
  TAAR1 ag: 41.5*
  CHO parental Ca: -6.1
